NR2E3 ag-1: inhibitors of NR2E3-RetCOR corepressor binding, primary screen, NR2E3 agonist project, biochemical, TR-FRET, GST-NR2E3, biotin-RetCOR; 1536-well; inhibition of corepressor binding, % at 4.78 µM; 320,000 tested, 0.12% active; AID 2300, 2010;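 active means percent inhibition above the cutoff of mean plus 3 SD of all tested compounds, set per screening campaign, cut at about 20% in these data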;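 further: 0% = DMSO wells and 100% = biotin wells as full block of FRET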
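System: GST-tagged NR2E3 plus biotinylated RetCOR corepressor; Buffer or medium: pH 7.5 Tris-based buffer; Probe or stimulus: RetCOR corepressor, biotinylated, 7 nM; Doses: compound at 4.8 µM, single dose; Schedule: 5 h incubation at 4 °C; Technique: time-resolved FRET; Evaluation: percent inhibition of TR-FRET ratio; Replication: one well per compound, singlicate testing.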
HIF-2a block: HIF-2a reporter inhibitors, primary screen, luminescence, 786-0 RCC cells. 786-0 RCC cells HIF-2a reporter, luciferase luminescence, overnight. 360,000 tested, 0.72% active. inhibition, % at 18.8 µM;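 active means inhibition of the luminescence signal of 40% or more relative to plate controls, in a single-dose primary screen at 18.75 µM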
m5-HT2A agonist: mouse Htr2a agonists via beta-arrestin recruitment, primary screen, cell-based, luminescence; CHO-K1 mHTR2A beta-arrestin complementation; percent of 30 µM serotonin response; activation, % at 7.6 µM; 5-hydroxytryptamine receptor 2A (Mus musculus), P35363; 360,000 tested, 0.66% active; AID 624169, 2012;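 active means activation above a run cutoff, the mean activation of all tested compounds plus 3 SD, cut at about 14% in these data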;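 further: 0% = plate median of compound wells and 100% = 30 µM serotonin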
Target sequence (P35363 whole entry, looked up): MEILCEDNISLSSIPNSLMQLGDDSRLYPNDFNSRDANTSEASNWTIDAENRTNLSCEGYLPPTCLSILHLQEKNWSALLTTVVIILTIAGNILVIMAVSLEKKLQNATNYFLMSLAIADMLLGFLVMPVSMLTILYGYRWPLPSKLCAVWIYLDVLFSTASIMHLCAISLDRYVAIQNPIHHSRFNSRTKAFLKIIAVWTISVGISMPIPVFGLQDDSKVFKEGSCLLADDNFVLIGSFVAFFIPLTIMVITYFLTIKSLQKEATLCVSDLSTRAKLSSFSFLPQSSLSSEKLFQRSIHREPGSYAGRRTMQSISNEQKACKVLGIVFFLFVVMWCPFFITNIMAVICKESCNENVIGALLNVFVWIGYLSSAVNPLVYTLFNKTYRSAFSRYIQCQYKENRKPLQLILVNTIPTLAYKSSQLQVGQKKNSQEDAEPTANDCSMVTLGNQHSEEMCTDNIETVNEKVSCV
Peg3 prom inh: Peg3 promoter-driven luciferase inhibitors, primary screen, cell-based, HeLa, luciferase luminescence; inhibition, % at 20 µM; 360,000 tested, 1.7% active; HeLa PEG-Prom luciferase reporter, overnight;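 active means inhibition of at least 50% at 20 µM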
CaV13 ICDI inh: Disruptors of the CACNA1D IQ motif to Ca2+-dependent inactivation inhibitor domain association, primary screening, Förster resonance energy transfer in intact living …; inhibition, % at 12.3 µM; 340,000 tested, 0.098% active; HEK cells, CFP/YFP FRET ICDI-IQ, plate reader, 10 min; percent FRET-ratio fall versus neutral wells;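 active means mean replicate inhibition of at least 30% and at least 1% of replicates passing that level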;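 further: 0% = median of the neutral control wells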
Cardio protect: cardioprotection against H2O2-induced cell death, primary screen, uHTS, H9c2 cells, ATPLite luminescence; H9c2 cardiomyocytes, H2O2 injury protection, 2 h; 360,000 tested, 0.63% active; AID 588492, 2011; protection from H2O2 cell death, % at 20 µM;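 active means compounds giving at least 50% protection of heart cells from peroxide-induced death in the single-dose screen, raw or plate-pattern-corrected value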;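 further: 0% = DMSO wells with peroxide and 100% = DMSO wells without peroxide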
TRPM1 prom inh: inhibitors of MITF-dependent TRPM1 promoter reporter, primary screen, cell-based, SK-MEL-5, single point, luciferase; SK-MEL-5 TRPM1 promoter luciferase, 24 h; inhibition, % at 12.5 µM; 330,000 tested, 0.83% active;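 active means mean inhibition across replicates of 60% or more, whatever share of single replicates reaches that level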; further: values of inactives mirror those of a sister screen read the other way
iPSC survival up: enhancers of single-cell hiPSC survival, primary screen, ATPlite luminescence; 360,000 tested, 0.044% active; survival enhancement, % at 20 µM; AID 602274, 2012; 100% = ROCK inhibitor wells, 0% = DMSO; in the data active means survival enhancement above about 18%;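 further: cells exposed to compounds for 16 hours before the ATP read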
PDI inh: inhibitors of human PDI, primary screen, biochemical, turbidity, single point, plate reader; Protein disulfide-isomerase (Homo sapiens), P07237; PDI insulin aggregation turbidity, A650, 90 min; inhibition, % at 10 µM; 350,000 tested, 0.052% active;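 active means mean inhibition across replicates of 30% or more, whatever share of single replicates reach that level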;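 further: absorbance from insulin aggregation driven by PDI reduction with DTT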
Target sequence (P07237 whole entry, looked up): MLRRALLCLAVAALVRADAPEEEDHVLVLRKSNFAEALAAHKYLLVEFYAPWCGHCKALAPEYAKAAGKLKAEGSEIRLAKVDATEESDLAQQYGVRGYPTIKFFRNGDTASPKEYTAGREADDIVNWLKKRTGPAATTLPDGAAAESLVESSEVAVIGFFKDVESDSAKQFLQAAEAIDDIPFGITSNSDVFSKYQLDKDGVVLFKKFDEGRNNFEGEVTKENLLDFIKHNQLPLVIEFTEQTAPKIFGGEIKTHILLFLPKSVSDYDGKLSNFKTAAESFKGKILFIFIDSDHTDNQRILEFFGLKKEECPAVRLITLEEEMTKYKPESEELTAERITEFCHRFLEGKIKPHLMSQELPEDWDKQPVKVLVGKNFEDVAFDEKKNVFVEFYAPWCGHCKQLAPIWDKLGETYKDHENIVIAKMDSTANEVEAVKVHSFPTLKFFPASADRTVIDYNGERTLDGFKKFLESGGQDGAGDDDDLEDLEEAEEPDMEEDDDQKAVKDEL
Shn3 inh set2: reduction of Shn3 3'UTR firefly luciferase signal, primary screen, Schnurri-3 inhibitor project, cell-based, Clone20 osteoblasts, set 2; 360,000 tested, 0.52% active; Clone20 osteoblast Shn3 3'UTR firefly luciferase, 24 h; inhibition, % at 12.5 µM; AID 588674, 2011;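 active means mean inhibition of at least 75% with every replicate also reaching 75%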;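 further: 0% = median of neutral control wells and 100% = pilot-screen positive control compound; some compounds past the cut are filed as inactive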
NR2E3 ag-2: NR2E3 agonists in two-hybrid cells, primary screen, cell-based, luminescence, CHO-S, Gal4-NCOR/VP16-NR2E3 | Photoreceptor-specific nuclear receptor (Homo sapiens), Q9Y5X4 | luciferase | inhibition of corepressor binding, % at 3.98 µM | 360,000 tested, 0.35% active | AID 602229, 2012;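 active means inhibition above the mean of all tested compounds plus 3 SD, cut at about 70% in these data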;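 further: 0% = DMSO with NR2E3 transfected cells and 100% = cells lacking NR2E3 construct; higher means lower luciferase signal from less NR2E3 corepressor binding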
* marks the source's active call; other numbers are inactive results.

What do the screens show for `CC1CN(C(=O)C(c2ccccc2)c2ccccc2)CC(C)O1` (stereo not given)?
NR2E3 ag-1: 5; HIF-2a block: 15; m5-HT2A agonist: 0; Peg3 prom inh: -1; Cardio protect: 1; TRPM1 prom inh: 12; iPSC survival up: 0.7; PDI inh: 1; Shn3 inh set2: -6; NR2E3 ag-2: -7

How did C=CCSc1nc2sc(C)c(C)c2c(=O)n1N do in these assays?
NR2E3 ag-1: -2; HIF-2a block: 0; m5-HT2A agonist: 1; Peg3 prom inh: -3; CaV13 ICDI inh: -2; Cardio protect: -18; TRPM1 prom inh: 17; iPSC survival up: 2.8; PDI inh: -2; Shn3 inh set2: 4; NR2E3 ag-2: 12

Results for COc1ccc(S(=O)(=O)N2CCOC2CNC(=O)C(=O)NCCc2ccc(OC)c(OC)c2)cc1C (stereo not given) ?
NR2E3 ag-1: 1; HIF-2a block: 5; m5-HT2A agonist: 6; Peg3 prom inh: 14; CaV13 ICDI inh: -5; Cardio protect: -1; TRPM1 prom inh: 6; iPSC survival up: 0.5; PDI inh: 3; Shn3 inh set2: 39; NR2E3 ag-2: -20

Results for CC(=O)c1ccc(N2CCN(C(=O)CCNC(=O)Cn3ccc4ccccc4c3=O)CC2)cc1 ?
NR2E3 ag-1: 0; HIF-2a block: 8; m5-HT2A agonist: -1; Peg3 prom inh: 5; CaV13 ICDI inh: -2; Cardio protect: -3; TRPM1 prom inh: 0; iPSC survival up: 0.7; PDI inh: 1; Shn3 inh set2: 8; NR2E3 ag-2: -12

What do the screens show for `CCCCNC(=S)N1CCN(c2ccccc2Cl)CC1`?
NR2E3 ag-1: -2; HIF-2a block: 0; m5-HT2A agonist: -6; Peg3 prom inh: -1; CaV13 ICDI inh: -5; Cardio protect: -9; TRPM1 prom inh: -5; iPSC survival up: -0.5; PDI inh: 13; Shn3 inh set2: 3; NR2E3 ag-2: -32

What do the screens show for `Cc1ccc(C(=O)Nc2sc3c(c2C(=O)O)CCC(C)C3)o1` (stereo not given)?
HIF-2a block: -248; m5-HT2A agonist: 4; Peg3 prom inh: -216; CaV13 ICDI inh: -2; Cardio protect: -11; TRPM1 prom inh: -36; iPSC survival up: 0.0; PDI inh: 13; Shn3 inh set2: 5; NR2E3 ag-2: -89

What do the screens show for `COc1cccc(OC)c1C(=O)N1CCN=C1SCc1cccnc1`?
NR2E3 ag-1: -1; HIF-2a block: 18; m5-HT2A agonist: 3; Peg3 prom inh: -11; CaV13 ICDI inh: -4; Cardio protect: 0; TRPM1 prom inh: -12; iPSC survival up: -2.9; PDI inh: -3; Shn3 inh set2: 13; NR2E3 ag-2: -18

How did Fc1ccc(/C=N/Nc2ncnc3nc[nH]c23)cc1F do in these assays?
NR2E3 ag-1: -1; HIF-2a block: -183; m5-HT2A agonist: -2; Peg3 prom inh: -176; CaV13 ICDI inh: -6; Cardio protect: 13; TRPM1 prom inh: -66; iPSC survival up: 1.4; PDI inh: -12; Shn3 inh set2: -9; NR2E3 ag-2: -32

What do the screens show for `CCOC(=O)C1=C(C)N=C2SC=C(C)N2C1c1ccc(OC)cc1` (stereo not given)?
NR2E3 ag-1: -4; HIF-2a block: 5; m5-HT2A agonist: -4; Peg3 prom inh: 17; CaV13 ICDI inh: 19; Cardio protect: 6; TRPM1 prom inh: 12; iPSC survival up: -0.9; PDI inh: -4; Shn3 inh set2: 4; NR2E3 ag-2: 9

How did CCOC(=O)[C@]12CCCC=C1N(Cc1ccco1)C(=O)[C@H](CC(=O)N1CCN(C(=O)C3CC3)CC1)C2 do in these assays?
HIF-2a block: 17; m5-HT2A agonist: 1; CaV13 ICDI inh: -7; iPSC survival up: -0.1; NR2E3 ag-2: 0

How did CC(=O)N/C(=C\c1ccccc1)C(=O)Nc1ccccc1C do in these assays?
NR2E3 ag-1: 2; HIF-2a block: 11; m5-HT2A agonist: 5; Peg3 prom inh: -14; CaV13 ICDI inh: -4; Cardio protect: 6; TRPM1 prom inh: 23; iPSC survival up: -0.8; PDI inh: 8; Shn3 inh set2: -17; NR2E3 ag-2: -14

How did COC(=O)c1ccc(NC(=O)C2CCCN(S(=O)(=O)c3cnc[nH]3)C2)cc1 (stereo not given) do in these assays?
NR2E3 ag-1: -3; HIF-2a block: 2; m5-HT2A agonist: 17*; Peg3 prom inh: 3; CaV13 ICDI inh: -2; Cardio protect: 2; TRPM1 prom inh: 7; iPSC survival up: 1.2; PDI inh: 9; Shn3 inh set2: -8; NR2E3 ag-2: -9

Results for NCc1csc(NC(=O)Nc2cccc(Cl)c2)n1 ?
HIF-2a block: 7; m5-HT2A agonist: -8; Peg3 prom inh: -62; CaV13 ICDI inh: -5; Cardio protect: 33; iPSC survival up: -3.2; PDI inh: -2; Shn3 inh set2: 7; NR2E3 ag-2: -21

What do the screens show for `O=C(c1cc([N+](=O)[O-])cc([N+](=O)[O-])c1)N1CCN(Cc2ccc3c(c2)OCO3)CC1`?
NR2E3 ag-1: 0; HIF-2a block: 10; m5-HT2A agonist: 2; Peg3 prom inh: 3; CaV13 ICDI inh: -2; Cardio protect: -9; TRPM1 prom inh: 42; iPSC survival up: -0.7; PDI inh: 4; Shn3 inh set2: 5; NR2E3 ag-2: 1

Results for Cc1onc(-c2ccccc2)c1C(=O)N1CCN(c2ccc([N+](=O)[O-])cc2)CC1 ?
NR2E3 ag-1: 5; HIF-2a block: 22; m5-HT2A agonist: -1; Peg3 prom inh: 19; CaV13 ICDI inh: -2; Cardio protect: -9; TRPM1 prom inh: -5; iPSC survival up: 0.0; PDI inh: -5; Shn3 inh set2: -8; NR2E3 ag-2: -16

Results for N#CCCN1CCN(S(=O)(=O)c2ccc(S(=O)(=O)NC3CC3)cc2)CC1 ?
NR2E3 ag-1: 1; HIF-2a block: 6; m5-HT2A agonist: -5; Peg3 prom inh: 6; CaV13 ICDI inh: -11; Cardio protect: 7; TRPM1 prom inh: -4; iPSC survival up: 0.3; Shn3 inh set2: -6; NR2E3 ag-2: -3

What do the screens show for `O=[N+]([O-])c1cccc(-c2csc(N/N=C/c3cccc(O)c3)n2)c1`?
NR2E3 ag-1: 0; HIF-2a block: -275; m5-HT2A agonist: -2; Peg3 prom inh: 102*; CaV13 ICDI inh: 4; Cardio protect: 46; TRPM1 prom inh: -33; iPSC survival up: 3.5; PDI inh: 0; Shn3 inh set2: -22; NR2E3 ag-2: -26

How did COc1ccccc1CNC(=O)CSc1nnc2ccc(-c3cccnc3)nn12 do in these assays?
NR2E3 ag-1: 9; HIF-2a block: 23; m5-HT2A agonist: -3; Peg3 prom inh: 10; CaV13 ICDI inh: -5; Cardio protect: 3; TRPM1 prom inh: -14; iPSC survival up: -0.2; PDI inh: 0; Shn3 inh set2: 4; NR2E3 ag-2: -8

What do the screens show for `COCCOC(=O)C1=C(C)Nc2ncnn2C1c1ccco1` (stereo not given)?
NR2E3 ag-1: -4; HIF-2a block: 13; m5-HT2A agonist: 4; Peg3 prom inh: -24; CaV13 ICDI inh: -4; Cardio protect: 4; TRPM1 prom inh: 2; iPSC survival up: -0.2; PDI inh: 4; Shn3 inh set2: 8; NR2E3 ag-2: -3

Results for Fc1ccc(NC(=S)Nc2ccccc2OC(F)F)cc1Cl ?
NR2E3 ag-1: -1; HIF-2a block: -9; m5-HT2A agonist: -2; Peg3 prom inh: 19; CaV13 ICDI inh: -19; Cardio protect: -17; TRPM1 prom inh: -1; iPSC survival up: -1.9; PDI inh: -14; Shn3 inh set2: 11; NR2E3 ag-2: 10

What do the screens show for `CN(c1ccc(C(=O)NCc2ccccn2)cc1)S(=O)(=O)c1ccc(Cl)cc1`?
NR2E3 ag-1: 0; HIF-2a block: 3; m5-HT2A agonist: -6; Peg3 prom inh: -2; CaV13 ICDI inh: -11; Cardio protect: 14; TRPM1 prom inh: -11; iPSC survival up: -0.1; PDI inh: -2; Shn3 inh set2: -7; NR2E3 ag-2: 4

Results for CC1(C)CC(=O)C(C2C3=C(CC(C)(C)CC3=O)OC3=C2C(=O)CC(C)(C)C3)=C(O)C1 ?
NR2E3 ag-1: -2; HIF-2a block: 16; m5-HT2A agonist: -2; Peg3 prom inh: 5; CaV13 ICDI inh: -4; Cardio protect: 5; TRPM1 prom inh: -3; iPSC survival up: -0.4; PDI inh: 4; Shn3 inh set2: 1; NR2E3 ag-2: -53

How did COc1cccc2c(N/N=C/c3ccco3)cc(C)nc12 do in these assays?
NR2E3 ag-1: -2; HIF-2a block: -37; m5-HT2A agonist: 4; Peg3 prom inh: -25; CaV13 ICDI inh: -5; Cardio protect: -6; TRPM1 prom inh: -29; iPSC survival up: -0.4; PDI inh: -5; Shn3 inh set2: -5; NR2E3 ag-2: -35

What do the screens show for `COc1cc2c(cc1NC(=O)COC(=O)[C@@H](NS(=O)(=O)c1ccccc1)C(C)C)oc1ccccc12`?
NR2E3 ag-1: 0; HIF-2a block: -57; m5-HT2A agonist: -11; Peg3 prom inh: -49; CaV13 ICDI inh: -8; Cardio protect: 5; TRPM1 prom inh: -8; iPSC survival up: -0.9; PDI inh: 2; Shn3 inh set2: -9; NR2E3 ag-2: -16

Results for CCCCc1c(CCC)c(=N)c2ccccc2n1C ?
NR2E3 ag-1: 1; HIF-2a block: 7; m5-HT2A agonist: 4; Peg3 prom inh: 16; CaV13 ICDI inh: 20; Cardio protect: -11; TRPM1 prom inh: 35; iPSC survival up: -2.0; PDI inh: -6; Shn3 inh set2: 68; NR2E3 ag-2: -17

Results for O=C(Nc1cccs1)OCCN1CCN(Cc2ccccc2)CCC1=O ?
NR2E3 ag-1: 2; HIF-2a block: -4; m5-HT2A agonist: -1; Peg3 prom inh: 0; CaV13 ICDI inh: -5; Cardio protect: -5; TRPM1 prom inh: -2; iPSC survival up: 7.1; PDI inh: -5; Shn3 inh set2: -2; NR2E3 ag-2: 2

Two successive entries out of the list so far, for reference:
Results for CCCCc1c(CCC)c(=N)c2ccccc2n1C ?
NR2E3 ag-1: 1; HIF-2a block: 7; m5-HT2A agonist: 4; Peg3 prom inh: 16; CaV13 ICDI inh: 20; Cardio protect: -11; TRPM1 prom inh: 35; iPSC survival up: -2.0; PDI inh: -6; Shn3 inh set2: 68; NR2E3 ag-2: -17

Results for O=C(Nc1cccs1)OCCN1CCN(Cc2ccccc2)CCC1=O ?
NR2E3 ag-1: 2; HIF-2a block: -4; m5-HT2A agonist: -1; Peg3 prom inh: 0; CaV13 ICDI inh: -5; Cardio protect: -5; TRPM1 prom inh: -2; iPSC survival up: 7.1; PDI inh: -5; Shn3 inh set2: -2; NR2E3 ag-2: 2
